D1 allo mod – allosteric modulators of human D1 dopamine receptor; HEK293 D1, CRE-luciferase, dopamine EC30 potentiation; actives deviate in either direction; B-score at 10 µM; actives 5.9% (n = 58,000);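 active means luminescence count or its row- and column-corrected plate score outside the 99.7% band of the plate's sample wells, on either side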
Target sequence (P21728 whole entry, looked up): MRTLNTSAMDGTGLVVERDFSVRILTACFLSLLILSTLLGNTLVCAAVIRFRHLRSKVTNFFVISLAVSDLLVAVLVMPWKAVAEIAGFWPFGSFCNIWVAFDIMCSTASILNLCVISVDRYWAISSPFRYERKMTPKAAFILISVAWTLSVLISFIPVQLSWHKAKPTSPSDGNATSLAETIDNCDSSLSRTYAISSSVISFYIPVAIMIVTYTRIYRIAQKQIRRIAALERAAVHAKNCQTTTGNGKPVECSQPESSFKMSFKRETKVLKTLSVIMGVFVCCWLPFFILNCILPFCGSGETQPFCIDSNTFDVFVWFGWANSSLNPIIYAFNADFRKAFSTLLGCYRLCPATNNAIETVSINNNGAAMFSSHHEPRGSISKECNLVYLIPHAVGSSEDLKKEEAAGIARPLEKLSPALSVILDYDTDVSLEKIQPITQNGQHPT
S1P3 ag – S1P3 (human) receptor agonism; actives 0.1% (n = 60,000); AID 373; activation, % at 4.5 µM; S1P3 NFAT-BLA reporter cells, FRET ratio; relative to 1 µM S1P, basal subtracted; Q99500;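 active means activation above the screen-wide mean plus 3 SD, cut at about 4.5% in these data, passing the limit was not always enough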; further: some compounds called inactive have numbers as strong as hits
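Material: Human S1P3 NFAT-BLA reporter CHO cells | Incubation: Overnight plating, 4 h compound 37 °C, 2 h substrate RT | Signal: FRET β-lactamase substrate fluorescence, excitation 405 nm, 460/535 nm emission ratio, background-subtracted | Compound: 4.5 µM final, single dose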
5HT1E ag – 5-HT1E (human) receptor agonism; actives 0.69% (n = 65,000); AID 574; activation, % at 6 µM; P28566; CHO 5-HT1E Ga15 NFAT-bla reporter, FRET; 0% DMSO wells, 100% control agonist wells;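 active means activation above a set limit, the screen-wide mean activation plus 3 SD, cut at about 8.5% in these data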;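 further: 100% = positive control agonist at 1 µM giving full maximal response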
5HT1E antag – 5-HT1E (human) receptor antagonism | inhibition, % at 6 µM | AID 571 | actives 0.99% (n = 65,000) | P28566 | CHO 5-HT1E Ga15 NFAT-bla reporter, FRET, antagonist;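 active means inhibition above a set limit, the mean inhibition across every tested compound plus 3 SD, cut at about 29% in these data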;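 further: signal is the 460 over 535 nm emission ratio of beta-lactamase substrate; 0% = agonist plus DMSO wells and 100% = wells without agonist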
HEK293 NFkB inh – lowers PMA/ionomycin-induced NF-kB signal in HEK293 cells | HEK-293 NF-kB luciferase reporter, luminescence | inhibition, % at 3 µM | actives 0.21% (n = 62,000) | AID 465;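 active means inhibition above the mean of all tested compounds plus 3 SD, cut at about 40% in these data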;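 further: 0% = stimulated DMSO wells and 100% = 10 µM reference inhibitor 5653914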
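Timing: 1 h pretreatment, 16 h stimulation, 37 °C; system: HEK-293 cells with stable firefly luciferase reporter driven by four HIV NF-kB elements; doses: 3 µM once, 0.30% DMSO; measured by: luciferase luminescence; control set: DMSO and 10 µM reference inhibitor; repeats: single test; reagent: PMA plus ionomycin mix as NF-kB-activating stimulus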
Jurkat tox 60K – cytotoxicity toward Jurkat cells; Jurkat E6.1 viability, ATP luminescence, 48 h; inhibition, % at 4 µM; actives 1.2% (n = 56,000); AID 463;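 active means inhibition above the mean inhibition of all tested compounds plus 3 SD, cut at about 28% in these data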
HTR1A agonist – 5-HT1a (human) receptor agonism | actives 0.56% (n = 65,000) | P08908 | activation, % at 10 µM | CHO 5-HT1a Ga15 NFAT-bla reporter, FRET ratio; 0% basal, 100% maximal reference agonist;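 active means activation above the screen-wide mean activation plus 3 SD, cut at about 19% in these data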;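 further: 0% = DMSO wells and 100% = 5-CT at EC100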
S1P1 ag-PAM – S1P1 (human) agonism or agonism potentiation. actives 0.57% (n = 56,000). activation, % at 9.5 µM. S1P1 CRE-bla cells, forskolin, beta-lactamase FRET, potentiator mode; S1P1 agonist co-added at EC20, 2 nM; 100% = saturating reference agonist, 0% = basal. P21453. AID 449;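 active means activation above a cutoff set at the mean activation of all tested compounds plus 3 SD, cut at about 54% in these data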;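 further: forskolin at 4 µM as EC80 and the EC20 agonist is SEW2871; 100% = SEW2871 at its EC100 plus forskolin at EC80; some compounds past the cut are filed as inactive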
Target sequence (P21453 whole entry, looked up): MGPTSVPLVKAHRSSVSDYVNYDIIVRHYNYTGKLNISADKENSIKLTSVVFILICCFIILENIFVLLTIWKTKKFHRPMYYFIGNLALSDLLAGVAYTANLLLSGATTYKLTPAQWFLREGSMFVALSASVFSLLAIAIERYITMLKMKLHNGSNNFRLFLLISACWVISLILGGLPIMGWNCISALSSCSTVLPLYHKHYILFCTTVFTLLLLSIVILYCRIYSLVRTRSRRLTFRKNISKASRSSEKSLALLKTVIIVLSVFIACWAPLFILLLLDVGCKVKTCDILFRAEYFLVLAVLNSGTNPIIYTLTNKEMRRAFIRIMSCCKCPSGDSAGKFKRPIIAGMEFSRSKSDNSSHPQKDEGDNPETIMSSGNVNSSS
5HT1a antag – blocks the human serotonin 5-HT1a receptor | inhibition, % at 10 µM | actives 0.68% (n = 62,000) | CHO 5-HT1a Ga15 NFAT-bla reporter, antagonist mode | P08908;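 active means inhibition above the mean of all tested compounds plus 3 SD, cut at about 43% in these data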;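 further: receptor stimulated by 5-CT agonist at 100 nM near EC80; beta-lactamase reporter measured by ratiometric fluorescence of a cleavable substrate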
An asterisk follows results filed as active; · = no result given.

canonical_smiles	D1 allo mod	S1P3 ag	5HT1E ag	5HT1E antag	HEK293 NFkB inh	Jurkat tox 60K	HTR1A agonist	S1P1 ag-PAM	5HT1a antag
CCOC(=O)c1c(NC(=O)c2cccs2)sc(C(=O)N2CCOCC2)c1C	-0.34	0.9	-0.6	3	9	-4	-0.9	-14	-8
O=C1C2C3CCCC3=C3CCCC3C2C(=O)N1c1ccc(Cl)cc1 (stereo not drawn)	-0.49	-1.0	0.1	-4	7	2	-0.1	-12	-3
CCOC(=O)N1CCN(S(=O)(=O)c2cc3c(cc2C)NC(=O)CO3)CC1	1.4	-0.7	0.2	0	17	4	-2.1	6	-1
CC(=O)c1c(N2CCOCC2)nc(=S)n(Cc2ccccc2)c1C	·	-0.1	0.4	-2	18	-3	-0.9	5	3
Cc1ccccc1OCc1nnc(SCC(=O)Nc2ccc3c(c2)OCO3)n1C	0.32	-0.9	-0.6	23	2	4	-2.3	21	17
O=C(CCc1ccc(S(=O)(=O)N2CCOCC2)cc1)OCc1nc2ccccc2s1	2.6	1.3	-0.4	2	-16	-4	-2.4	4	18
CCCc1nc(SCC(=O)c2ccc(OC)cc2)c2c(=O)n(C)c(=O)n(C)c2n1	0.28	-0.4	0.1	-5	-5	-9	-0.4	2	-4
COc1ccc(C(CC(=O)NCCCN2CCOCC2)NS(=O)(=O)c2ccc(C)cc2)cc1 (stereo not drawn)	0.78	0.6	-0.6	-9	5	-4	1.0	1	-7
Cc1nc2ccccn2c1-c1csc(NCc2ccco2)n1	-3.3*	-0.8	-1.1	12	10	32*	-1.8	·	15
C=CCn1c(NC(=O)c2ccccc2)c(C#N)c2nc3ccccc3nc21	2.6	3.6	4.0	1	5	7	14	-62	12
CCOC(=O)c1ccc(NCC(O)COc2ccccc2)cc1 (stereo not drawn)	·	-2.5	-0.6	4	·	·	-0.1	6	·
Cn1ncc(C#N)c1NC(=O)C1CC(c2c(F)cccc2Cl)=NO1 (stereo not drawn)	·	-0.1	0.4	-4	11	-12	-3.7	-41	1
CCN(CC)C(=O)COc1ccc2oc(C)c(C(=O)OC)c2c1	-0.46	-1.2	-0.4	-1	11	1	-2.1	·	12
O=C(Cn1cnc2ccccc2c1=O)NCC(=O)N1CCN(c2ccccn2)CC1	-0.32	0.2	-1.5	-7	1	12	-6.5	-39	1
CCCCCCC1C(C#N)=C(N)OC2=C1C(=O)CCC2 (stereo not drawn)	1.7	0.2	-0.4	-5	8	-2	-0.2	2	0
O=c1c2ccccc2nnn1CSc1nnc(-c2ccc3c(c2)OCO3)o1	·	-1.4	-0.1	0	4	-3	-0.2	-14	1
Brc1ccc(-c2nn3c(-c4ccncc4)nnc3s2)o1	3.2	0.2	-0.7	4	12	6	-2.7	-11	3
CCOc1ccc(NC(=O)c2cccnc2C(=O)O)cc1	0.86	0.7	0.1	-4	-6	-8	-0.6	-13	-7
COC(=O)C1=C(C)NC(=O)CC1c1cc(Br)ccc1F (stereo not drawn)	-0.2	-0.6	-0.6	-2	6	-4	0.2	·	1
O=C(Nc1cccc2ccccc12)OC1C=CS(=O)(=O)C1 (stereo not drawn)	0.39	0.2	0.0	-9	16	9	-0.3	4	-7
CCOC(=O)N1CCN(C(=O)c2cc3sccc3n2C)CC1	·	0.7	0.0	10	8	-5	-1.6	4	-6
COc1ccc(CN2CCN(C(=O)C3CC(=O)N(C4CCCCCC4)C3)CC2)c(OC)c1OC (stereo not drawn)	-0.61	-0.7	2.5	2	23	24	3.1	13	-6
O=C(OCC1COc2ccccc2O1)c1c(F)cccc1F (stereo not drawn)	0.91	·	0.0	-5	8	·	1.3	·	-6
CCCCn1c(=O)cc(O)c2ccccc21	0.94	-1.2	-0.7	-3	8	-4	1.4	-4	10

An excerpt from above, reduced to HTR1A agonist.
SMILES,HTR1A agonist
COC(=O)C1=C(C)NC(=O)CC1c1cc(Br)ccc1F (stereo not drawn),0.2
O=C(Nc1cccc2ccccc12)OC1C=CS(=O)(=O)C1 (stereo not drawn),-0.3

Next section.
canonical_smiles	D1 allo mod	S1P3 ag	5HT1E ag	5HT1E antag	HEK293 NFkB inh	Jurkat tox 60K	HTR1A agonist	S1P1 ag-PAM	5HT1a antag
COC(=O)c1ccc2c(=O)n(CCN3CCOCC3)c(=S)[nH]c2c1	-0.96	0.4	1.2	-2	5	-2	2.1	·	-5
CCN(CCNC(=O)Cn1cc2c(n1)CCCC2)c1ccccc1	-1.5	-0.9	-0.1	6	12	3	-2.5	-15	14
O=C1CCCc2nc(N3CCCCC3)sc21	-0.057	0.0	-1.4	4	-1	-10	-1.4	-18	-5
CC(C(=O)NCc1ccccc1)N1C(=O)C2CC=C(Cl)CC2C1=O (stereo not drawn)	0.41	-0.7	-0.2	-2	22	10	-1.1	-20	24
COC(=O)CN(c1ccccc1)S(=O)(=O)c1ccc(F)cc1	-0.27	-0.1	-0.6	7	5	2	-5.2	0	1
O=c1c2ccccc2nc(-c2ccco2)n1/N=C/c1ccco1	2.9	0.5	0.0	14	-4	0	-0.4	-25	-18
CC1CCN(C2CC(=O)N(c3ccc(Br)cc3Br)C2=O)CC1 (stereo not drawn)	1.1	·	0.7	-5	1	·	-1.1	·	16
Cc1ccc(Cn2ccc(NC(=O)c3noc4c3CCCCC4)n2)cc1	-0.73	0.4	1.2	-19	15	-3	-0.1	-3	-4
CCCS(=O)(=O)N1CCN(c2ccccc2F)CC1	1	-1.9	0.1	7	7	4	0.1	2	2
CN(C)Cc1c(O)ccc2occ(C(=O)c3ccccc3)c12	0.5	-0.2	-0.1	-1	13	8	-3.1	-5	-12
Cn1c(=O)c2c(SCc3ccccn3)nc(-c3ccccc3)nc2n(C)c1=O	0.17	-1.3	0.5	-2	-4	-3	-5.3	12	-10
O=C(CN1CCN(Cc2ccccc2F)C1=O)NCc1cccnc1	-0.53	0.0	0.8	10	21	4	-1.6	-11	0
O=C(CN1CCCC1)Nc1ccc(-c2nc3cc(NC(=O)CN4CCCC4)ccc3o2)cc1	1.4	-1.2	-0.1	3	10	2	0.1	-10	8
CC1CN(c2ncnc3c2oc2ccccc23)CC(C)O1 (stereo not drawn)	5.6*	-1.0	0.5	5	20	3	1.7	-12	2
COc1ccc(O)c(-c2[nH]ncc2C(=O)c2ccccc2C)c1	1	·	0.6	-15	19	·	3.5	·	-9
COc1nc2ccccc2cc1-c1noc(-c2cccnc2)n1	0.79	-0.8	-0.2	11	3	-17	-1.3	0	14
CCN(CC)CCCN1C(=O)C(O)=C(C(=O)c2cccs2)C1c1ccccn1 (stereo not drawn)	-0.8	-0.7	-0.5	-6	-2	-3	-2.0	1	3
O=C(CN(C(=O)CCC(=O)Nc1nccs1)c1ccc(F)cc1)NCc1ccco1	0.3	0.3	0.1	-15	6	-5	-3.2	4	4
CC(=O)c1ccccc1OCC(O)CN1CCN(C(c2ccccc2)c2ccccc2)CC1 (stereo not drawn)	·	-0.7	0.4	1	4	5	17	1	41
CCOc1cc(/C=N/n2cnnc2)ccc1OCC(=O)Nc1ccccc1OC	-0.58	-1.1	-1.5	-9	-16	3	0.0	9	7
Cc1cccc(Cl)c1OCCCCn1ccnc1	-1.5	-0.8	-0.6	5	13	7	-2.2	2	-2
O=C(CSc1nnc(Cc2cc(=O)[nH]c(=O)[nH]2)n1-c1ccc(Cl)cc1)NCC1CCCO1 (stereo not drawn)	·	1.4	-0.9	-1	1	0	-6.3	4	3
O=C(NCCCN1CCCCC1)C1CCC(=O)N1CCc1ccccc1 (stereo not drawn)	-0.25	-0.5	-0.3	7	6	5	-4.2	-4	-1
Cc1ccc(S(=O)(=O)/C(C#N)=C/c2c(N3CCN(C)CC3)nc3c(C)cccn3c2=O)cc1	-3.9	-3.4	0.0	-2	·	·	0.1	5	·
CCCc1ncc(C(O)c2cccc3ccccc23)n1C (stereo not drawn)	-0.43	-0.7	-0.8	0	7	9	-0.1	1	3
Cc1ccc(C)c(N2CCN(C(=O)CN(C)S(=O)(=O)c3cnc[nH]3)CC2)c1	0.017	-0.5	1.1	3	19	9	-3.2	-7	0
O=C(c1ccncc1)N(Cc1cc2ccccc2[nH]c1=O)C1CCCCC1	-0.67	-0.7	0.4	-8	20	47*	-1.3	4	-8
COc1ccc2nc(/N=C(\N)NC(=O)C(C)(C)C)nc(C)c2c1	·	-2.2	0.8	-11	·	·	1.1	-37	·
CC(C)CC1NC2(C(=O)N(C)c3ccccc32)C2C(=O)N(C(C)C)C(=O)C12 (stereo not drawn)	-0.45	-1.3	-0.1	-2	17	2	-1.8	6	-3
CCOC(=O)COc1ccc(C(=O)c2ccccc2)c(O)c1	-0.36	-0.1	0.1	-10	9	-3	-1.2	2	-8
COc1ccc(-c2csc(NC(=O)Cn3nc(C)cc3C)n2)cc1	0.76	-0.4	-0.1	9	16	-2	-4.2	-15	12
Cc1ccc(-c2nc(-c3ccccn3)no2)cc1Cl	-4.4*	-1.1	-0.4	12	30	5	-0.9	34	24
Cc1cc(NC(=O)C2(c3ccccc3)CCCC2)no1	-0.35	1.0	-0.2	1	7	-1	-1.8	-24	-6
Nc1nc(CSc2nc3ccccc3[nH]2)cs1	-1.4	-1.4	0.0	-18	-18	-4	-1.7	-20	-17
CCOC(=O)c1c(C)[nH]c(C(=O)OCC(=O)N2CCN(S(=O)(=O)c3ccccc3)CC2)c1C	-0.6	·	0.3	-1	-4	·	-0.2	·	0
CCOC(=O)Cc1nn2c(=O)cc(C)nc2s1	-0.016	-0.8	-1.2	16	1	-5	-3.2	6	6
CCOc1cccc(NC(=O)Cc2cccs2)c1	1.3	-1.3	0.3	4	6	2	-0.7	·	9
CC(=O)Nc1ccc(S(=O)(=O)NCC2CCC(C(=O)NCCC(C)C)CC2)cc1 (stereo not drawn)	-0.43	-0.1	0.7	-5	0	-2	-3.6	-30	-4
O=C(NCCN1CCCCC1)Nc1ccc(F)c(Cl)c1	-1.1	-0.7	-0.6	5	8	-1	-0.8	10	-3
Cc1cc(NC(=O)COC(=O)c2c(C)nn(-c3ccccc3)c2C)no1	0.24	-1.1	0.3	-14	26	1	-1.4	1	-4
COC(=O)c1ccc(NC(=O)NS(=O)(=O)c2ccc(C)cc2)cc1	-0.043	-0.4	0.2	3	17	2	0.9	-13	-3
CSc1cccc(NC(=O)COc2ccccc2)c1	0.24	0.3	0.3	-2	-3	3	-2.4	·	-11
FC(F)(F)C(Oc1nc(NC2CCCCC2)nc(N2CCOCC2)n1)C(F)(F)F	0.58	0.7	-0.4	-8	19	-4	5.4	-34	13

Compound activity deposited in PubChem BioAssay by several laboratories.
